Bioassay records from PubChem.
BRCT PPI red = inhibitors of human BRCA1 BRCT-phosphoprotein interaction (red fluorophore) | P38398 | BRCT-phosphopeptide binding, red fluorescence polarization | Potency, µM (top dose mostly 76.9 µM), for the others: top-dose activity change, negative = inhibition, usual class: inhibitors | 75,000 compounds, 0.03% hits | AID 892; further: on the % scale 0 is the no-effect control and ±100 the full control effect
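Fluorescence polarization: 100 nM His-tagged BRCA1 BRCT with 100 nM TAMRA-labelled phospho-BACH1 decapeptide, phosphate buffer pH 7.3 with 150 mM NaCl, DTT, 0.01% Tween 20; 12 min RT. Binding inhibition seen as FP decrease.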
Caspase-1 inhib = blocks human caspase-1 allosterically or competitively | Potency, µM (titrated, usually from 57.5 µM), for the others: at the top dose activity change, negative = inhibition, usual class: inhibitors | Caspase-1 enzyme, Ac-WEHD-AFC fluorogenic rate | AID 900 | 75,000 compounds, 0.03% hits;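 further: potency means the concentration at half of the fitted maximal effect; plate controls were vehicle for no effect and no substrate for full effect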
Target sequence (P29466 120-297 limits assumed): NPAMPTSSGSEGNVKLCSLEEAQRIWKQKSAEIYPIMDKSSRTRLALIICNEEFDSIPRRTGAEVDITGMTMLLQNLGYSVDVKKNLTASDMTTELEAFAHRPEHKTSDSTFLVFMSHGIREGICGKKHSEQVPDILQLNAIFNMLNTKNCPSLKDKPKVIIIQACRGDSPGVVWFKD
Target sequence (P29466 317-404 limits assumed): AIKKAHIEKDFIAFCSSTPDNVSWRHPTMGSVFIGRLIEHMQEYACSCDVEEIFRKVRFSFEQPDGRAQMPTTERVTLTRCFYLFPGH
Casp7 inh = allosteric or competitive inhibitors of human caspase-7. P55210. 75,000 compounds, 0.02% hits. recombinant caspase-7, Ac-DEVD-AFC fluorescence rate. Potency, µM (doses to about 57.5 µM), inactives show top-dose activity change, negative = inhibition, actives largely listed as inhibitors. AID 889; active means well fitted inhibition curve with a large enough effect in the main read-out, with a control signal flat, not every such curve was filed as active; inconclusive means small, poorly fitted or top-dose-only effect, or a change in a side signal; further: potency means the concentration at half of the fitted maximal effect; % of control where 0% means no effect
Target sequence (P55210 24-198 limits assumed): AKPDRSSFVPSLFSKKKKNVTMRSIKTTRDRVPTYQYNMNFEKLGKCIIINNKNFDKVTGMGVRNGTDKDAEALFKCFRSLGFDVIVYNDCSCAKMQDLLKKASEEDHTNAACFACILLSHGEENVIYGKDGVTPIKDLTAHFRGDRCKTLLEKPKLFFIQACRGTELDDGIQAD
Target sequence (P55210 207-303 limits assumed): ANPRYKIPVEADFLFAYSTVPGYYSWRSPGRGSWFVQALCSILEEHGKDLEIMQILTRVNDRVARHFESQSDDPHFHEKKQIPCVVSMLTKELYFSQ
HEK293 cAMP cs = counter-screen for TSHR agonists: cAMP increase in parental HEK293 | 73,000 compounds, 2.5% hits | parental HEK293 CNG cAMP sensor, membrane potential fluorescence | AID 938 | Potency, µM (titrated, usually from 57.1 µM), without a hit: at the highest dose activation, most hits filed as activators; further: potency means the concentration at half of the fitted maximal effect; % of control where 0% means no effect; nearly all actives have a fitted effect of over 55% in size
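Parental HEK 293 cells stably expressing a modified CNG channel (no TSHR) report cAMP rise as membrane depolarization. Membrane potential dye with 100 uM RO 20-1724 was loaded for 60 min at room temperature, then compound added for 30 min; fluorescence read at 590 nm.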
BRCT PPI green = blocks human BRCA1 BRCT binding to phosphopeptide, green readout; P38398; 75,000 compounds, 0.05% hits; BRCA1 BRCT-phosphopeptide binding, green fluorescence polarization; Potency, µM (doses to about 76.9 µM), for inactives: top-dose activity change, negative = inhibition, hits mostly inhibitors;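 further: potency means the concentration at half of the fitted maximal effect; plate controls were peptide without protein for full effect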
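Compounds were incubated for 12 min at room temperature with a complex of 100 nM fluorescein-tagged pBACH1 decapeptide and 250 nM His-tagged BRCT protein. Buffer was phosphate pH 7.3 with EDTA, DTT and Tween 20. Disruption of binding lowers the polarization signal.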
A350 fluor = compounds fluorescent in Alexa 350 spectral region. 59,000 compounds, 11% hits. AID 590. Compound autofluorescence, 340/450 nm, Alexa 350 dye-equivalents; active compounds read high. max dye-equivalent concentration, M; in the data active means max dye-equivalent concentration above about 10 nM; inconclusive means mostly about 1.1 nM to 9.6 nM
USP2a inhib = blocks human ubiquitin-specific protease USP2a. O75604. USP2a enzymatic assay, qHTS inhibition. Potency, µM (top dose mostly 38.3 µM), for the others: top-dose activity change, negative = inhibition, most hits filed as inhibitors. 60,000 compounds, 0.1% hits. AID 927;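 further: potency means the concentration at half of the fitted maximal effect; nearly all actives have a fitted effect of over 60% in size; plate controls were DMSO for no effect and NEM full inhibition control for full effect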
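Coupled readout: USP2-cleaved Ub-PLA2 (20nM final) turns over NBD C6-HPC (20uM final), Ex 460nm/Em 535nm after 2.5 h, time-zero read flagging artifacts. Enzyme (20nM final, pH 8.0 Tris) given 30 min RT with compound first; NEM defines full inhibition.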
ERK AVP block = inhibitors of vasopressin-stimulated ERK signaling pathway | HEK293-V1b, vasopressin-stimulated pERK AlphaScreen | Potency, µM (series often up to 57.5 µM), for inactives: top-dose activity, negative = inhibition, actives largely listed as inhibitors | AID 995 | 72,000 compounds, 0.99% hits; further: potency means the concentration at half of the fitted maximal effect; on the % scale 0 is the no-effect control and ±100 the full control effect; nearly all actives have a fitted effect of over 55% in size
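Overnight-seeded V1b-HEK293 cells in 1% FBS got compound, then vasopressin (25 nM final, 5 min, 37C), then lysis buffer. AlphaScreen detection of phospho-ERK; activity normalized to basal and full-stimulation controls.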
FLuc inh = firefly luciferase inhibition; P08659; purified firefly luciferase, luminescence, 8 min; Potency, µM (titrated, usually from 57.1 µM), for inactives: at the highest dose activity change, negative = inhibition, hits mostly inhibitors; 72,000 compounds, 2.2% hits; AID 411; further: potency means the concentration at half of the fitted maximal effect; on the % scale 0 is the no-effect control and ±100 the full control effect; nearly all actives have a fitted effect of over 40% in size
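Luminescence read-out after 8 min at room temperature; enzyme reaction used luciferin plus 10 uM ATP (linear range) in imidazole buffer pH 7.2 with KCl, MgCl2, Tween 20 and BSA. Each sample was run as a titration.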
CRE-bla Fsk = modulators of forskolin-stimulated CRE signaling in CHO cells; CHO CRE-bla reporter (cAMP response element driving beta-lactamase), forskolin EC10, beta-lactamase ratio; Potency, µM (series often up to 38.2 µM), inactives show at the top dose activity change, negative = inhibition, most hits filed as activators; 71,000 compounds, 2.5% hits; active means well fitted activation curve with a large enough effect in the signal ratio, with a control signal flat, not every such curve was filed as active; inconclusive means small, poorly fitted or top-dose-only effect, or effect the other way, or a change in a side signal; the % refers to the signal ratio; further: potency means the concentration at half of the fitted maximal effect; % of control where 0% means no effect
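Modulation of forskolin-driven signalling is measured in CHO cells carrying a CRE-controlled beta-lactamase reporter. Cells are stimulated with EC10 NKH 477 in the presence of titrated compound for 3 h at 37 °C, then loaded with CCF4 for 2 h at room temperature.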
Tau filament bind = tau filament binding; recombinant tau filaments, thioflavin S fluorescence, 15 h; filaments grown with octadecylsulfate alongside compound; Potency, µM (doses to about 57.1 µM), inactives show top-dose activity change, negative = inhibition; 71,000 compounds, 2% hits; AID 596;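 further: potency means the concentration at half of the fitted maximal effect; on the % scale 0 is the no-effect control and ±100 the full control effect; actives lower thioflavin S fluorescence by blocking filaments or displacing dye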
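Read-out: ThS fluorescence, 450 nm excitation/510 nm emission; lower signal marks blocked filament formation or displaced dye. Tau at 1 uM with 30 uM ODS, 10 uM ThS, 5 mM DTT, 100 mM NaCl, 10 mM HEPES pH 7.4; 15 h, 37 C.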
Numbers without * were called inactive; i = inactive; u = inconclusive; x = not tested or not shown; [ ] = dose if it differs, or a comment. Unless noted, the call rests on the fitted dose curve; in most records, active means well fitted curve in the direction sought with a large enough effect; inconclusive means small, poorly fitted or top-dose-only effect, or another doubt; inactive means no such curve, though single readings can be large; an effect the other way counts as inactive or inconclusive.

SMILES | Tau filament bind | Caspase-1 inhib | FLuc inh | BRCT PPI red | CRE-bla Fsk | BRCT PPI green | USP2a inhib | ERK AVP block | HEK293 cAMP cs | Casp7 inh | A350 fluor
O=C(CCNS(=O)(=O)c1ccc2c(c1)CCC(=O)N2)NCc1cccnc1 | 1% | 1% | -1% | 0.1% | u | -1.9% | 1% | 12% | 2% | 0% | i
COc1cccc(C2c3c(oc4ccccc4c3=O)C(=O)N2CCCN(C)C)c1OC (stereo unspecified) | 1% | -3% | 2% | -3.0% | -12% | -4.5% | -11% | 18% | 4% | -5% | 1.6e-08M*
COc1ccc(CC(C(=O)Nc2cccc(F)c2)c2nn[nH]n2)c(OC)c1 (stereo unspecified) | 1% | -2% | 1% | -0.2% | -4% | -1.4% | -1% | -21% | 13% | 2% | i
Nc1ccc(NC(=O)c2cccs2)c(Cl)c1 | 0% | -1% | -3% | -2.7% | -5% | -3.3% | 2% | -7% | 0% | 1% | i
CCCS(=O)(=O)N1CCCC(C(=O)NCCCN2CCCC2=O)C1 (stereo unspecified) | -4% | -1% | 2% | -0.2% | -6% | 0.1% | -4% | -2% | 3% | 1% | i
O=C(CCCc1cccs1)N1CCN(S(=O)(=O)c2ccccc2Br)CC1 | 9% | -2% | 2% | 0.2% | -13% | -3.5% | -4% | -23% | 20% | 2%[0.00368 µM] | i
O=C(O)C1C2CCC(C2)C1C(=O)NCc1ccccn1 (stereo unspecified) | -5% | 1% | 2% | -0.1% | u | -2.7% | 2% | 4% | 2% | 0% | i
COc1ccc(NC(=O)c2cc(-c3ccc(O)cc3)on2)cc1OC | 109% | 2% | -10% | -0.1% | -1% | 0.1% | x | -11% | 6% | 1% | x
O=c1[nH]cnc2scc(-c3ccsc3)c12 | -4% | 0% | 0% | 0.4% | 4% | 0.2% | 31%[activator] | -4% | 11% | -2% | i
CCC(=O)Nc1nc2ccccc2n1Cc1ccccc1 | 10% | -1% | 0% | -0.3% | u | 0.6% | 1% | -17% | 0% | -2% | i
Cc1ccc(Cl)cc1NC(=O)CSc1nnc(C)n1-c1ccccc1 | -1% | 2% | -1% | 0.6% | 5% | -1.3% | 8% | 4% | 17% | 3% | i
CCOC(=O)c1c(-c2ccccc2)csc1NC(=O)CSc1nnnn1C | 12% | -1% | -2% | 0.8% | u | -2.5% | 1% | 33% | u | -3% | i
Cc1ccc(S(=O)(=O)C2(C(=O)NC3CCCC3)CC2)cc1 | -9% | 2% | 1% | -0.5% | -2% | -1.6% | 1% | 20% | 5% | 2% | i
COc1cccc(-c2cncnc2NCc2cccnc2)c1 | -1% | -4% | 1%[2.29 µM] | -0.2% | -6% | 0.3% | 25% | -22% | -8% | -3% | i
COCCNC(=O)c1ccc(CS(=O)(=O)c2ccccc2)o1 | 8% | -1% | 0% | 0.7% | 0% | -1.5% | 2% | 5% | 7% | 0% | u
CCOc1ccc(-n2c(Cc3cc(=O)[nH]c(=O)[nH]3)nnc2SC(C)C(=O)OC)cc1 (stereo unspecified) | -3% | -1% | -2% | -0.9% | 3% | -1.1% | x | 16% | u | 1% | x
O=C(CN1CCN(c2ccc(F)cc2)CC1)NCC1CCCO1 (stereo unspecified) | -4% | 1% | 7% | -0.3% | -5% | 0.4% | x | -8% | 0% | 2% | i
Cc1c(C(=O)OCC(C)(C)CN(C)C)oc2ccccc12 | -6% | -2% | 13µM* | 0.2% | 0% | -0.6% | 5% | -10% | 26% | 1% | i
O=C(CCn1c(=O)oc2ccccc21)n1c(=O)oc2ccccc21 | 13% | 1% | 2% | -0.4% | -10% | 1.6% | 0% | -23% | 1% | 0% | i
COc1ccc(C(N)CCc2ccco2)cc1 (stereo unspecified) | 4% | -13% | 3% | -5.1% | -15% | 9.8% | 14% | 28% | -5% | -11% | i
Cc1ccc(NC(=O)CC2Oc3ccccc3NC2=O)c(C)c1 (stereo unspecified) | i | 2% | 2% | 4.4% | 4% | -0.4% | x | -4% | 3% | -2% | x
CSc1ccc(S(=O)(=O)Nc2ccc3c(c2)OCCO3)cc1 | -28% | -4% | 0% | 0.5% | -7% | 0.7% | x | x | 7% | 0% | x
C[C@@H]1C=C[C@](Cc2ccccc2)(C(=O)NCCCNc2ncc(C(F)(F)F)cc2Cl)N1C(=O)c1ccccc1 | 49% | 0% | x | -3.2% | u | -3.4% | x | -8% | 25µM* | -5% | x
O=C(Nc1nccs1)c1cc(N2CCOCC2)nc2ccccc12 | -8% | 2% | 0% | -1.1% | u | -0.2% | 5% | -1% | -1% | -2% | 1.5e-08M*
COc1ccc(S(=O)(=O)N(CC(=O)N2CCN(C)CC2)c2ccc(C)cc2)cc1OC | 2% | -2% | 0% | 0.4% | 0% | -0.7% | 6% | 18% | 4% | -2% | i
CCOC(=O)C1CCN(C(=O)Cc2cccs2)CC1 | 6% | 1% | 1% | 1.5% | -5% | 0.6% | 2% | 2% | 2% | 1% | i
Cc1ncoc1C(=O)Nc1ccc2c(c1)OCCO2 | 4% | 0% | 20µM* | -1.7% | -8% | -1.1% | 5% | -1% | 13% | 2% | i
Cc1nc(NCCCn2ccnc2)c2ccccc2n1 | 12% | 1% | 0% | 1.0% | u | -2.6% | -11% | 0% | 5% | 1% | i
CCOc1ccccc1CNC(=O)CCN1C(=O)COc2ccccc21 | -14% | 1% | 0% | -0.7% | 0% | -1.9% | 7% | -6% | 10% | 0% | 2e-08M*
COC(=O)c1ccccc1NC(=O)c1ccccc1N(C)S(C)(=O)=O | -3% | 0% | 1% | 0.4% | 4% | 0.9% | 2% | -11% | 9% | 0% | i
Cc1cccc2sc(NC(=O)C3CCCO3)nc12 (stereo unspecified) | -4% | 0% | -7% | 0.0% | u | -0.1% | 0% | -8% | 25% | -2% | 1.9e-07M*
CCOc1ccc(OCC)c(N=c2oc3c(C)ncc(CO)c3cc2C(N)=O)c1 | 0% | 2% | 1% | 1.0% | 13% | 0.4% | 4% | 13% | 4% | 0% | i
O=C(OCn1cncn1)c1ccc(Cl)cc1Cl | -2% | 1% | -6% | -0.9% | -1% | 0.0% | 11% | 3% | 8% | -15% | i
O=C(Cc1ccc(Cl)cc1)Nc1ccc(-c2nnc(-c3ccco3)o2)cc1 | 112% | -2% | -3% | -0.1% | u | 2.0% | 27% | -24% | -8% | -3% | x
Cc1nn(C(C)C(=O)N2CCN(c3ccccn3)CC2)c(=O)c2cc3occc3n12 (stereo unspecified) | x | -2% | x | 0.3% | x | -0.7% | x | x | u | -1% | x
CN(C)/C=N/c1c(C#N)cnn1-c1nc2ccccc2s1 | -4% | 0% | 1% | -1.5% | -23% | -0.2% | -6% | -7% | 16% | -1% | i
Cc1cc(=O)[nH]c(SCCOc2cccc(C(F)(F)F)c2)n1 | -5% | -3% | 0% | 0.3% | 13% | -0.1% | 6% | -1% | 9% | -1% | u
COc1cccc2oc(-c3ccccc3)cc(=O)c12 | x | 1% | x | -4.8% | x | -1.0% | x | -10% | x | -1% | x
COc1ccc2nc(C)cc(Nc3ccc(N4CCOCC4)cc3)c2c1 | 5µM* | -3% | 2% | 0.0% | u | 0.5% | 0% | u | -53%[inhibitor] | -1% | i
Cc1ccc(OCCN2CCN(C(=O)CCC(=O)Nc3nnc(C)s3)CC2)cc1 | -2% | -1% | 4% | -0.4% | 7.9µM* | 0.9% | 19% | -11% | -16% | -1% | i
O=C(c1ccc2c(c1)OCO2)N1CCN(c2ccc(F)cc2)CC1 | -1% | 1% | 1% | -0.3% | 4% | 1.2% | 0% | 1% | 22% | 0% | i
Cc1cccc(NC(=O)Nc2cc(C)on2)c1 | -2% | 3% | -8% | 0.4% | -5% | -3.4% | 0% | -4% | -6% | -1% | i
CN(C)S(=O)(=O)c1cccc(CSc2cccc[n+]2[O-])c1 | 5% | 0% | 5% | -0.2% | -6% | -2.2% | -3% | 5% | 3% | 0% | i
CCOC(=O)C1CCCN(C(=O)C2CCC(CNS(=O)(=O)c3ccc(NC(C)=O)cc3)CC2)C1 (stereo unspecified) | -7% | 1% | 2% | -0.8% | -1% | -0.7% | 11% | 3% | u | 0% | i

No enrichment for hits; about 16% have a hit in one of these screens.
